GPR151 activ – activates the human receptor GPR151. PathHunter beta-arrestin GPR151 cells, luminescence. activation, % at 11.2 µM. 650,000 tested, 1% active. AID 1508602; in the data active = activation above about 4.9%;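 also: 0% = median of compound wells and 100% = cells with positive control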
Target sequence (Q8TDV0 whole entry, looked up): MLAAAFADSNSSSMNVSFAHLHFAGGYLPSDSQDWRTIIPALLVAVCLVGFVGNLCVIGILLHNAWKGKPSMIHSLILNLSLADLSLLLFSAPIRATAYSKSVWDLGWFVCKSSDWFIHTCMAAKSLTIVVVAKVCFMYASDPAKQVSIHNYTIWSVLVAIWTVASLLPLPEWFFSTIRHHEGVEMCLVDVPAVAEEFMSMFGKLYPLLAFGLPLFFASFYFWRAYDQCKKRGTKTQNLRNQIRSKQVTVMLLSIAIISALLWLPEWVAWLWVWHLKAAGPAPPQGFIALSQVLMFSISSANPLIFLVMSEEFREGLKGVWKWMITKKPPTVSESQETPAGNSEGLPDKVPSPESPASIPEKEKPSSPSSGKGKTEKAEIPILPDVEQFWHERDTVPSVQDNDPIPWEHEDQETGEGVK
MITF inh – blocks human microphthalmia-associated transcription factor; O75030; AlphaScreen MITF homodimerization, bead proximity signal; inhibition, % at 2.6 µM; 650,000 tested, 0.91% active; AID 1259374; in the data active = inhibition above about 50%;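 also: 0% = vehicle wells with protein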
FBW7 act – human FBW7 E3 ligase activation, primary screen. Q969H0. AlphaScreen FBW7–phospho-cyclin E peptide binding, activator screen. normalized activity (activation), % at 26.1 µM. 650,000 tested, 0.13% active. AID 1259310; in the data active = normalized activity above about 1.9%;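 also: purified mutant Fbw7 with reduced substrate affinity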
Target sequence (Q969H0 whole entry, looked up): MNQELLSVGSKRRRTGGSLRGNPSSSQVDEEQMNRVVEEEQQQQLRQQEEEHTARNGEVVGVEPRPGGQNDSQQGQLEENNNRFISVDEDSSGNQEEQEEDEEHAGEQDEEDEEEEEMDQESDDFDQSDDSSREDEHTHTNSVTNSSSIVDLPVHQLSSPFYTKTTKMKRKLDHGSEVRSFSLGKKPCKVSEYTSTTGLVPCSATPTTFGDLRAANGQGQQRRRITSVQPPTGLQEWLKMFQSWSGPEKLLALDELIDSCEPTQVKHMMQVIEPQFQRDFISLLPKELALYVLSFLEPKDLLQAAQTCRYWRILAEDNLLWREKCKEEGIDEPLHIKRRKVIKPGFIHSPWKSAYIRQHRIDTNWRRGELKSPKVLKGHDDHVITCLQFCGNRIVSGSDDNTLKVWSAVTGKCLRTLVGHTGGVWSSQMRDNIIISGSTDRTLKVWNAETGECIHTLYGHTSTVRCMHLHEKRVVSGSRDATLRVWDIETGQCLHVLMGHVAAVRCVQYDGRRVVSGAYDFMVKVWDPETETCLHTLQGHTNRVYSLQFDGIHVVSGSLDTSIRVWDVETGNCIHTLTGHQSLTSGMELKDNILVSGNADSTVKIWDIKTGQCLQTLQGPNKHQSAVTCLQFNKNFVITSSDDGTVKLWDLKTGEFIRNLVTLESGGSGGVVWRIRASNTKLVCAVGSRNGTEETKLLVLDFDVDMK
TEAD-YAP block – TEAD-YAP interaction inhibition; inhibition, % at 9.12 µM; AID 1259422; HEK-TIYL cells, TEAD-Gal4/YAP UAS-luciferase luminescence; 640,000 tested, 1.4% active; in the data active = inhibition above about 32%;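 also: 0% = median of test compound wells and 100% = reference inhibitor wells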
An asterisk follows results filed as active.

SMILES	GPR151 activ	MITF inh	FBW7 act	TEAD-YAP block
CCOC(=O)c1sc(N)c(SC#N)c1C	-0.2	3	-1.3	18
COc1ccccc1OCCCN1C(=O)C(=O)c2cc(Br)cc(C)c21	14*	-4	-0.1	13
O=[N+]([O-])c1ccc(S(=O)(=O)N2CCN(Cc3ccccc3)CC2)cc1	0.7	45	0.1	3
O=C(NC1CCCCC1)NC1CCN(CC(=O)c2ccc(Cl)cc2)CC1	0.0	-3	-0.1	3
NNC(=O)CS(=O)Cc1ccc(Cl)cc1Cl (configuration not stated)	-0.8	9	0.0	12
CCCOc1cc(OCCC)c2c(C)c(CCC)c(=O)oc2c1	1.7	-1	-0.1	5
O=C(NCC1C2CC3CC(C2)CC1C3)c1ccc(CN2CCSCC2)[nH]c1=O (configuration not stated)	-1.1	-4	0.2	2
Cc1nn(C(=O)c2cc([N+](=O)[O-])ccc2Cl)c(C)c1Cl	4.3	-3	0.0	10
CCOc1ccc(C2SCC(=O)N2c2c(C)n(C)n(-c3ccccc3)c2=O)cc1 (configuration not stated)	-1.0	13	0.1	1
CCCNc1nc(Nc2ncccn2)ncc1C	-1.0	12	-0.1	-3
CCOC(=O)C1=C(C)N=c2s/c(=C\c3ccc(-c4ccc(Cl)cc4)o3)c(=O)n2C1c1ccc(OC)cc1 (configuration not stated)	1.6	8	-0.1	0
COc1ccc(S(=O)(=O)CCC(=O)Nc2ccc(Cl)c(C(F)(F)F)c2)cc1	-0.8	-3	-0.1	-2
O=C(c1ccc(F)cc1)c1ccc2c(c1)OCCCO2	-0.6	-7	0.2	-34
CCN(c1ccccc1)c1nc2nonc2n2cnnc12	0.2	3	0.8	2
NC(=O)c1ccc(NC(=O)COC(=O)c2c3c(nc4ccccc24)CCC3)cc1	0.7	24	-0.3	1
COc1ccc(Cl)cc1NC(=O)c1cc(S(=O)(=O)N2CCCC2)ccc1F	0.5	11	0.2	11
COc1cc(C(=O)NCCC(=O)N2CCOCC2)cc(OC)c1OC	0.0	-11	0.1	8
C=CCn1c(=S)[nH]c2cc(C(=O)Nc3ccc(OCC)cc3)ccc2c1=O	0.0	-8	-0.1	3
O=C(N/C(=C\c1cccnc1)C(=O)N1CCC(N2CCCCC2)CC1)c1ccccc1	-0.8	-4	0.0	-6
O=C(O)c1cc(S(=O)(=O)Nc2ccc(O)cc2)c(Cl)cc1Cl	1.5	-1	0.1	-5
Cc1cc(C)c2nc(Nc3nc(O)cc(=O)[nH]3)nc(C)c2c1	-2.0	-1	0.0	3
O=C(c1cc(CCc2ccccc2)no1)N1CCN(C2CCCC2)C(=O)C1	-0.5	19	0.8	-39
COc1cc2cc(CN(CCO)S(=O)(=O)c3ccc(C)cc3)c(=O)[nH]c2cc1OC	-0.2	5	0.1	-16
Cc1ccc(Nc2nc(-c3cccc(N4C(=O)c5ccccc5C4=O)c3)cs2)cc1C	1.2	-4	0.2	-17
COc1cccc(CNCCO)c1OCc1ccc(F)cc1	-1.4	0	0.2	-6

Other structures
SMILES	GPR151 activ	MITF inh	FBW7 act	TEAD-YAP block
COc1cc(=O)n2c(c1C(=O)N1CCc3ccccc3C1)CCN(C)CC2	-0.5	12	0.1	-2
COc1cccc(CC2(CCC(=O)NCCc3ccco3)CCC(=O)N2)c1 (configuration not stated)	0.1	21	0.1	2
Cc1ccc(C(=O)N2CCN3C(=O)[C@@H](Cc4ccc(O)cc4)NC(=O)[C@H]3C2)cc1	-2.4	13	0.4	15
CCc1ccc(CN2CCN(Cc3ccc(F)c(F)c3)C(CCO)C2)o1 (configuration not stated)	1.5	0	0.0	-7
Cc1ccc(S(=O)(=O)NCC(=O)Nc2ccc(I)cc2)cc1	-1.1	-7	-0.1	-8
Cc1ccc(NC(=O)CSc2nnc(-c3ccc(Cl)cc3)c(-c3ccc(Cl)cc3)n2)cc1C	-0.5	10	0.3	12
O=C1NC2(CCN(Cc3ccc(N4CCCC4)c(F)c3)CC2)Oc2ccccc21	0.3	-6	-0.1	-7
CCC(=O)C1=C(c2ccc(OC)c(OC)c2)N(C(=O)CC)n2c(CC)nnc2S1	-1.8	22	-0.4	-7
CN(C)/C=C(\C#N)c1ccc(Cl)cc1	0.3	-2	-0.1	0
CCOc1ccccc1-n1c(C)cc(C=O)c1C	0.8	1	0.0	1
O=C(c1ccc(F)cc1F)N1CCC(O)(c2cccnc2)CC1	0.1	4	-0.1	-1
Cc1cccc(N2CCN(C(=O)Nc3ccc(F)cc3)CC2=O)c1C	1.4	20	-0.1	-6
CCN(c1ccc(F)cc1)S(=O)(=O)c1ccc2[nH]cc(C(=O)O)c(=O)c2c1	-0.2	0	0.1	1
COC(=O)c1ccc(NC(=O)CN2C(=O)c3ccccc3S2(=O)=O)cc1	0.5	-9	0.0	6
Cc1ccc(N2C(=O)N(CC(=O)NC3CCCc4ccccc43)C(=O)C2C)cc1 (configuration not stated)	1.2	4	0.0	-4
O=C(NCCN1CCN(C(=O)c2ccc(Br)cc2)CC1)C(=O)Nc1ccc(F)cc1	0.5	-2	-0.1	2
S=C(Cc1ccc2c(c1)CCCC2)N1CCOCC1	1.0	6	0.1	-10
CCOC(=O)c1c(NC(=O)CSCc2nc(C)cc(C(F)(F)F)n2)sc2c1CCCCC2	0.8	0	-0.1	-7
c1ccc(-c2nc(NCc3cccnc3)c3ncn(-c4ccsc4)c3n2)cc1	0.9	10	-0.1	8
COc1ccc(CNc2nccn3c(-c4cccc(NS(C)(=O)=O)c4)cnc23)cc1	0.6	5	-0.3	5
COc1ccc(/C=C2/C(=N)N3OC(C)=CC3=NC2=O)cc1Cl	-0.7	2	0.0	3
CN(C)S(=O)(=O)c1ccc(NC(=O)c2ccco2)cc1	-0.7	13	0.1	-19
Cc1ccc(-c2nc3ccccc3c(=O)n2NC(=O)c2cccc(Cl)c2)cc1C	0.1	15	0.4	15
CCOCCCNS(=O)(=O)c1ccc(NC(=O)CN2C(=O)c3ccccc3C2=O)cc1	1.8	5	-0.2	9
CCN(CC)C(=O)c1c(NC(=O)c2cccs2)sc2c1CCC(C(C)(C)C)C2 (configuration not stated)	0.2	-18	-0.1	1

The results go on:
SMILES	GPR151 activ	MITF inh	FBW7 act	TEAD-YAP block
O=C(CSc1ncn(-c2ccccc2)n1)NCc1ccccc1	-1.5	0	-0.2	-1
O=[N+]([O-])c1cc(/C=N/Nc2nn[nH]n2)ccc1N1CCOCC1	-1.0	-1	-0.4	-7
Cc1ccccc1N1CCN(S(=O)(=O)CC23CCC(CC2=O)C3(C)C)CC1 (configuration not stated)	-0.7	2	0.1	17
O=C(CN(Cc1ccccc1)S(=O)(=O)c1ccc(Cl)cc1)N1CCN(c2ccc(F)cc2)CC1	0.0	4	0.4	-8
CCc1ccc(NC(=O)CSc2nc3cc4c(cc3c(=O)n2CCCC(=O)NCCc2ccc(OC)c(OC)c2)OCO4)cc1	-0.8	19	0.4	8
O=c1[nH]cnc2c1nc(N1CCOCC1)n2C1OC(CO)C(O)C1O (configuration not stated)	0.7	-6	-0.1	2
CC(C)(C)NC(=O)C(c1ccccc1F)N(Cc1cccnc1)C(=O)c1csnn1 (configuration not stated)	-0.3	-2	-0.1	0
COC(=O)c1ccc(NC(=O)/C(=C\c2ccc(OC)cc2)NC(=O)c2ccco2)cc1	-0.8	19	0.3	3
COc1cc(OC)c(C2C(C#N)=C(N)Oc3n[nH]c(-c4cc(C)sc4C)c32)cc1OC (configuration not stated)	0.0	3	-0.4	3
CCC(c1nnnn1Cc1ccc(OC)cc1)N1CCN(c2ccccc2OC)CC1 (configuration not stated)	0.0	44	0.0	-6
O=C(COc1ccc(F)cc1)NCc1ccccc1	-1.4	2	-0.3	-16
O=C1Nc2ccccc2/C1=N\N=C\c1ccccc1[N+](=O)[O-]	0.8	5	-0.1	20
COc1cccc2cc(-c3nc4ccccc4[nH]3)c(=Nc3ccc(F)cc3)oc12	-0.9	-3	0.2	-56
O=C(NC(Cc1c[nH]c2ccccc12)C(=O)Nc1ccc(I)cc1)OCc1ccccc1 (configuration not stated)	-0.3	0	0.0	2
Cc1ccccc1-n1nc2c(c1NC(=O)/C=C\c1ccc3c(c1)OCO3)CS(=O)(=O)C2	0.4	-5	-0.1	0
CCc1nccn1S(=O)(=O)c1ccc(Cl)cc1	1.2	4	-0.1	4
COc1ccc(OC)c(/C=N/N=c2\sc3ccccc3n2C)c1	-0.5	-9	-0.2	-20
O=C(c1cccnc1)N1N=C(c2ccc([N+](=O)[O-])cc2)CC1(O)C(F)(F)F (configuration not stated)	-0.3	16	0.1	3
COc1ccc(NS(=O)(=O)c2ccc3oc(SCC(=O)c4ccco4)nc3c2)cc1	-0.4	11	0.3	2
O=C(COC(=O)CCc1c[nH]c2ccccc12)NC12CC3CC(CC(C3)C1)C2	3.0	10	0.0	7
CC(=O)Nc1nc2ccccc2n1Cc1ccc(C(C)(C)C)cc1	0.7	-7	-0.1	20
CC(=O)N(Cc1c(NC(=O)c2ccccc2)sc(C)c1C)C(C)C	-1.0	-83	0.0	-1
CC(C)=CCC[C@](C)(O)[C@H]1CC[C@]2(C)[C@@H]1CC[C@@H]1[C@@]3(C)CCC(=O)C(C)(C)[C@@H]3CC[C@]12C	0.7	3	-0.1	9
CCOc1c(C)cnc2c1c(=O)n(Cc1ccccn1)c(=O)n2C	0.2	5	0.2	-1
CC(C)=N/N=C(\c1cccc([N+](=O)[O-])c1)C12CN3CN(CN(C3)C1)C2	1.8	5	0.3	-6

Some of these compounds in order of formula weight, descending:
SMILES	GPR151 activ	MITF inh	FBW7 act	TEAD-YAP block
CCc1ccc(NC(=O)CSc2nc3cc4c(cc3c(=O)n2CCCC(=O)NCCc2ccc(OC)c(OC)c2)OCO4)cc1	-0.8	19	0.4	8
O=C(NC(Cc1c[nH]c2ccccc12)C(=O)Nc1ccc(I)cc1)OCc1ccccc1 (configuration not stated)	-0.3	0	0.0	2
O=C(CN(Cc1ccccc1)S(=O)(=O)c1ccc(Cl)cc1)N1CCN(c2ccc(F)cc2)CC1	0.0	4	0.4	-8
COc1cc(OC)c(C2C(C#N)=C(N)Oc3n[nH]c(-c4cc(C)sc4C)c32)cc1OC (configuration not stated)	0.0	3	-0.4	3
Cc1ccccc1-n1nc2c(c1NC(=O)/C=C\c1ccc3c(c1)OCO3)CS(=O)(=O)C2	0.4	-5	-0.1	0
CC(C)(C)NC(=O)C(c1ccccc1F)N(Cc1cccnc1)C(=O)c1csnn1 (configuration not stated)	-0.3	-2	-0.1	0
CCC(c1nnnn1Cc1ccc(OC)cc1)N1CCN(c2ccccc2OC)CC1 (configuration not stated)	0.0	44	0.0	-6
O=C(c1cccnc1)N1N=C(c2ccc([N+](=O)[O-])cc2)CC1(O)C(F)(F)F (configuration not stated)	-0.3	16	0.1	3
O=c1[nH]cnc2c1nc(N1CCOCC1)n2C1OC(CO)C(O)C1O (configuration not stated)	0.7	-6	-0.1	2
CC(=O)N(Cc1c(NC(=O)c2ccccc2)sc(C)c1C)C(C)C	-1.0	-83	0.0	-1
COc1ccc(OC)c(/C=N/N=c2\sc3ccccc3n2C)c1	-0.5	-9	-0.2	-20
O=C(CSc1ncn(-c2ccccc2)n1)NCc1ccccc1	-1.5	0	-0.2	-1
CC(=O)Nc1nc2ccccc2n1Cc1ccc(C(C)(C)C)cc1	0.7	-7	-0.1	20
O=[N+]([O-])c1cc(/C=N/Nc2nn[nH]n2)ccc1N1CCOCC1	-1.0	-1	-0.4	-7
O=C1Nc2ccccc2/C1=N\N=C\c1ccccc1[N+](=O)[O-]	0.8	5	-0.1	20
O=C(COc1ccc(F)cc1)NCc1ccccc1	-1.4	2	-0.3	-16

Later entries
SMILES	GPR151 activ	MITF inh	FBW7 act	TEAD-YAP block
Cc1ccc(C)c(N(C)C(=O)Cn2ncc3c(=O)oc4ccccc4c32)c1	-0.6	17	0.0	6
CCCCCc1nnc(NC(=O)CN2C(=O)c3ccccc3C2=O)s1	2.2	2	0.0	9
O=C(COC(=O)c1ccccc1[N+](=O)[O-])c1ccc2ccccc2c1	-0.7	-9	0.0	15
COc1cc2c(cc1OC)C(NNC1=NC(C)(C)Cc3ccccc31)=NC(C)(C)C2	-1.2	16	-0.2	-9
CNC(=O)C(=O)Nc1ccc(Br)cc1C	0.3	5	-0.1	-3
C=C(C)CNC(=O)c1cc(COc2ccc(F)cc2F)on1	1.2	-11	0.1	0
CC1=C(C)C(=O)N(c2ccccn2)C1=O	0.9	10	-0.4	3
O=C(ON=C1CCSCC1)c1ccc(Br)cc1	-0.7	-12	0.1	8
CCCCCC(=O)N/N=C(\C)c1ccc(OCC)cc1	-0.1	-19	0.0	-4
O=C(CNC1CCCCCC1)Nc1ccc(CN2CCCCC2)cc1	0.3	67*	0.0	5
Cc1ccc(OCC(=O)NNC(=O)CCc2ccccc2)cc1	-0.1	5	0.1	8
Cc1cc(C)nc(NS(=O)(=O)c2ccc(NC(=O)CCN3C(=O)c4ccccc4C3=O)cc2)n1	-1.3	-3	0.0	-8
Cc1ccc(OCCCn2cncn2)c(I)c1	-0.1	54*	-0.1	-9
COc1ccc(-c2csc(NC(=O)c3ccc(N4C(=O)CCC4=O)cc3)n2)cc1	-0.9	-8	0.1	-8
COc1ccc(NC(=O)CN2C(=O)C(=O)N(C)C2=O)cc1Cl	-0.1	-1	0.2	-6
COC(=O)C1CCN(c2cc(=O)n(C3CCCCC3)c(=O)[nH]2)CC1	0.7	5	-0.4	-4
O=C(CN1C(=O)/C(=C/c2ccccc2)Sc2ccccc21)N1CCOCC1	1.3	5	0.1	-2
CCC(=O)NC(c1ccc(Cl)cc1)c1cc(Cl)c2cccnc2c1O (configuration not stated)	-0.7	-2	0.2	-2
COc1ccc(C2C(C#N)=C(N)Oc3n[nH]c(-c4ccccc4)c32)c(OC)c1 (configuration not stated)	-0.1	14	0.0	17
Cc1ccc(NC(=O)C2C3C=CC4(O3)C2C(=O)N(CCCN2CCC(C)CC2)C4C(=O)NC2CCCC(C)C2C)cc1Cl (configuration not stated)	1.4	4	0.4	-3

Bioassay records: PubChem BioAssay, The Scripps Research Institute Molecular Screening Center
